Screening results as filed in PubChem BioAssay.
PhoP inhibition = inhibitors of PhoP regulon expression, primary screen, Salmonella Typhimurium, GFP reporter (AID 1863) | S. Typhimurium PhoP-regulated promoter GFP reporter, 4 h; higher % means a stronger effect | one-dose inhibition, % at 50 µM; IC50 in µM for titrated hits | 0.16% of 300,000 active;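 active = inhibition over 29.93%, a cutoff 3 SD above the screen mean, later confirmed by dose response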;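 note: 0% = low Mg2+ inducing control and 100% = high Mg2+ repressing control; strong numbers were not always called active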
Rac1 GTP hydrolysis = MgcRacGAP GTPase-activating activity inhibitors, confirmation, biochemical, ADP Hunter fluorescence. MgcRacGAP-stimulated Rac1 GTP hydrolysis, ADP Hunter fluorescence; higher % means a stronger effect; GST-tagged Rac1 F28L mutant substrate. inhibition, % at 30 µM, or IC50 in µM where a hit was titrated. 0.6% of 340,000 active;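 active = first-screen hits whose inhibition reached a set limit at any dose in the follow-up dose series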;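 note: fluorescence reports GDP produced by GAP-driven GTP hydrolysis; strong numbers were not always called active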
T cell HTS = modulates CD8 T cell binding to vesicles; 2C CD8+ T cell-vesicle binding, flow cytometry; stronger effect = lower value; calls only at 7 µM; 0.068% of 330,000 active; AID 2052;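 active = response, share of CD8 T cells binding vesicles, and their 90th percentile fluorescence all below set limits, cut at about 80% in these data, passing the limit was not always enough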
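System: murine 2C transgenic CD8+ T lymphocytes; also added: QL9-loaded Drosophila micro-vesicles; times: binding 1.5 h at 37 °C; measured by: flow cytometry, PE anti-B7-1 (FL2) versus Alexa647 anti-CD8 (FL8), PFA-fixed; control set: Peptide-free naked vesicles (low) and QL9 vesicles with 0.7% DMSO vehicle (high)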
RSV antiviral HEp-2 = RSV antiviral activity via CPE protection, HEp-2 cells, primary 10 µM value included (AID 2391); 0.13% of 310,000 active; HEp-2 cells, RSV-induced CPE inhibition; higher % means a stronger effect; CPE inhibition, % at 10 µM, or IC50 in µM where a hit was titrated; in the data active = a potency from the dose series; note: strong numbers were not always called active
WT yeast gro inh = growth inhibition of WT yeast, mitochondrial fusion screen; 2.1% of 190,000 active; mitochondrial fusion phenotypic screen, WT strain; inhibition, % at 10 µM; in the data active = inhibition above about 58%; tested in S. cerevisiae
West Nile antiviral = inhibition of WNV-induced cytopathic effect – cell-based, CPE readout (AID 1621); CPE inhibition, % at 10 µM; hits with a dose series show IC50 in µM; West Nile virus-infected cells, CPE inhibition; higher % means a stronger effect; 0.02% of 290,000 active; in the data active = a potency from the dose series; note: strong numbers were not always called active
bCat nuc transl = beta-catenin nuclear translocation modulation. 0.3% of 190,000 active. AID 1665. nuclear translocation activity, % at 5 µM. HeLa beta-catenin nuclear translocation, immunofluorescence imaging;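 active = nuclear translocation activity above 50% at 5 µM, with a well cell count of 50 or more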;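 note: per-cell ratio of nuclear to cytoplasmic median beta-catenin stain intensity; plate controls were DMSO negative control for no effect and GSK-3 inhibitor IX positive control for full effect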
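test system = HeLa cells, endogenous beta-catenin | dosing = single 5 µM dose plus 0.02–20 µM confirmation series | times = compound treatment 24 h, 37°C, 5% CO2 | technique = beta-catenin immunofluorescence imaging with DAPI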
Large T inhibition = TAg ATPase/helicase activity blockers – biochemical (AID 1903). one-dose inhibition, % at 20 µM; IC50 in µM for titrated hits. SV40 large T antigen ATPase/helicase inhibition assay; higher % means a stronger effect. 0.39% of 310,000 active; in the data active = a potency from the dose series; note: strong numbers were not always called active
Myeloid diff 2 = promotes myeloid progenitor differentiation; 1% of 360,000 active; ER-HoxA9 myeloid progenitors, lysozyme-GFP differentiation, flow cytometry; calls only at 10 µM;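 active = normalized GFP-positive differentiation at or above the plate's own cutoff, the solvent-only control mean plus 3 SD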;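 note: cells exposed to compound for four days before flow analysis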
WT yeast gro inh mutant strain = recorded beside WT yeast gro inh, whose call it bears; inhibition, %; mitochondrial fusion phenotypic screen, mutant strain inhibition
bCat nuc transl cell count 5 µM = recorded beside bCat nuc transl, whose call it bears; cell count; measured here: cell count, cytotoxicity flag
T cell HTS vesicle-bound % = also measured in T cell HTS; calls as there; double positive events, %; measured here: CD8+ vesicle-bound cell fraction;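 binding gate set so that unloaded-vesicle control wells show 10% double positive cells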
Myeloid diff 2 GFP+ MAC1+ % = further read-out of Myeloid diff 2, marked with its call; GFP+ MAC1+ double positive, %; measured here: differentiation confirmed by MAC1 staining
An asterisk follows results filed as active; i = inactive; · = no result given; + = active, no number.

canonical_smiles,PhoP inhibition,Rac1 GTP hydrolysis,T cell HTS,T cell HTS vesicle-bound %,RSV antiviral HEp-2,WT yeast gro inh,WT yeast gro inh mutant strain,West Nile antiviral,bCat nuc transl,bCat nuc transl cell count 5 µM,Large T inhibition,Myeloid diff 2,Myeloid diff 2 GFP+ MAC1+ %
COc1ccccc1CCc1nnc(CCC(=O)N(C)Cc2ccncc2C)o1,3%,4%,i,35,-1.3%,20,7,-0.2%,0.4,1019,3%,i,0.3
O=C(NCCCN1CCOCC1)c1cc(-c2cccc(Br)c2)nc2ccccc12,-6%,9%,i,7,-0.1%,·,·,1.2%,·,·,2%,i,1.1
Cc1ccccc1NC(=O)C1CCN(C2=NS(=O)(=O)c3ccccc32)CC1,-8%,-2%,i,38,1.3%,6,12,-0.7%,3.9,435,1%,i,1.5
COc1cccc(CC(=O)N(CCC2=CCCCC2)c2c(N)n(Cc3ccccc3)c(=O)[nH]c2=O)c1,-5%,6%,i,10,-2.8%,·,·,·,·,·,17%,i,1.6
O=C1NC[C@@H](Cc2cccc3ccccc23)N(CC2CCCCC2)C1=O,-4%,6%,i,44,1.6%,·,·,-0.8%,0.7,1334,8%,i,2.0
C(=C\c1nc(-c2cccnc2)no1)/c1ccccc1,1%,7%,i,44,-2.2%,9,3,0.6%,0.9,1584,13%,i,0.7
COc1ccccc1NS(=O)(=O)c1cccc(C(=O)N2CCN(C(=O)c3ccco3)CC2)c1,·,2%,i,39,1.0%,·,·,·,·,·,·,i,0.6
COc1ccc(-c2ccc3c(c2)S(=O)(=O)c2cccc(C(=O)NC4CCCC4)c2C3=O)cc1OC,·,10%,i,44,1.1%,·,·,·,·,·,·,i,0.5
COc1ccc(/C=C2\SC(=S)N(CCCC(=O)N3CCN(C)CC3)C2=O)cc1,3%,9%,i,32,5.9%,·,·,1.9%,·,·,17%,·,·
C[C@@H]1CC[C@H]2C(=O)N3[C@@H](CC[C@@H](C)[C@@H]3c3ccc(Br)cc3)C(=O)N2[C@H]1c1ccc(Br)cc1,-4%,7%,i,17,6.2%,46,-22,1.0%,0.4,406,13%,i,0.7
N#C/C(=C\c1c(Cl)cccc1Cl)c1nc2ccccc2o1,-7%,9%,i,26,11%,27,2,-0.2%,-0.6,1138,20%,i,0.8
Cc1ccc(-n2ncc3c(Nc4c(C)n(C)n(-c5ccccc5)c4=O)ncnc32)c(C)c1,-1%,4%,i,34,-0.5%,-18,-4,-0.4%,1.4,777,5%,i,6.4
Cc1cc(OCc2ccc(C(=O)n3cccn3)o2)ccc1Cl,-6%,0%,i,6,1.8%,32,56,0.0%,0.1,954,15%,i,1.0
O=C(CSc1nc2ccccc2n1CCc1ccccc1)N1CCOCC1,-6%,5%,i,46,0.9%,-3,-6,-0.4%,-1.2,1131,12%,i,0.8
NC(N)=Nc1nc(CCN2C(=O)c3ccccc3C2=O)cs1,27%,1%,i,25,2.0%,10,-4,0.3%,·,·,8%,i,0.7
O=C(CC1(O)C(=O)Nc2ccccc21)c1ccccc1 (stereo unspecified),2%,-2%,i,38,1.2%,-4,-1,0.4%,0.0,1046,1%,i,1.5
CC(=O)c1ccc(OCCCC(=O)NC2=NCCS2)cc1,-3%,5%,i,20,1.1%,8,-10,0.7%,-1.5,1354,5%,i,0.9
CCCCn1c(N)c(N(CC(C)C)C(=O)C2CCN(S(=O)(=O)c3ccc(OCC)cc3)CC2)c(=O)[nH]c1=O,11%,3%,i,26,-2.0%,·,·,·,·,·,-1%,i,0.7
CC(C)(C)NC(=O)C1Cc2ccccc2CN1S(=O)(=O)c1ccc(F)cc1 (stereo unspecified),-8%,·,i,29,-1.4%,4,1,-0.5%,4.0,1247,6%,i,0.3
COc1cc(C(=O)Nc2ccc(O)cc2C(=O)O)ccc1OC(C)=O,-7%,19%,i,46,2.9%,-5,6,-0.1%,2.1,1394,25%,i,4.7
O=S(=O)(c1cccc(F)c1)N1CCCN(c2ccc(C(F)(F)F)cn2)CC1,9%,·,i,42,·,·,·,-1.2%,0.6,1315,-28%,i,0.6
COc1cc(C(C(=O)NCC2CCCO2)N(C(=O)Cn2nnc3ccccc32)c2ccc(OC)c(OC)c2)ccc1O (stereo unspecified),-1%,-4%,i,11,2.4%,·,·,0.4%,·,·,9%,i,3.0
O=C(O)CCNC1C=CS(=O)(=O)C1 (stereo unspecified),-12%,·,i,32,-0.2%,-8,-6,0.1%,-3.9,1112,-1%,i,0.3
CC(NC(=O)c1ccc(N)cc1)c1ccccc1 (stereo unspecified),-7%,-5%,i,9,2.5%,1,-5,1.0%,-3.3,1091,2%,i,0.7
CCN(CC)C(=O)C1CCN(CC2CC=CCC2)CC1 (stereo unspecified),2%,15%,i,34,-0.1%,-11,-7,-0.1%,0.0,992,-1%,i,1.4
CC(C)c1nnc(NC(=O)CSc2ncn[nH]2)s1,-1%,11%,i,43,1.0%,5,-7,-0.1%,0.3,1176,6%,i,1.0
COc1cc(C(=O)N=c2sccn2C)c([N+](=O)[O-])cc1OC,1%,8%,i,1,1.2%,·,·,-0.6%,·,·,20%,i,5.0
C1=C(c2ccc(-c3ccccc3)cc2)Nc2ncnn2C1c1ccco1 (stereo unspecified),-57%,10%,·,·,·,2,0,0.6%,1.8,1420,15%,i,0.7
CC(=O)N1CCN(CC(=O)Nc2ccccc2C(=O)NCc2ccc(C)cc2)CC1,3%,4%,i,49,2.7%,·,·,-0.6%,·,·,5%,i,0.2
O=C1CC(c2ccccc2)Sc2nc3ccccc3n21 (stereo unspecified),-1%,9%,i,12,-0.8%,10,12,0.2%,0.1,1114,10%,i,1.6

Another view of part of the listing above:
Below each SMILES – PhoP inhibition	Rac1 GTP hydrolysis	T cell HTS	T cell HTS vesicle-bound %	RSV antiviral HEp-2	WT yeast gro inh	WT yeast gro inh mutant strain	West Nile antiviral	bCat nuc transl	bCat nuc transl cell count 5 µM	Large T inhibition	Myeloid diff 2	Myeloid diff 2 GFP+ MAC1+ %
- Cc1cc(OCc2ccc(C(=O)n3cccn3)o2)ccc1Cl
  -6%	0%	i	6	1.8%	32	56	0.0%	0.1	954	15%	i	1.0
- O=C1NC[C@@H](Cc2cccc3ccccc23)N(CC2CCCCC2)C1=O
  -4%	6%	i	44	1.6%	·	·	-0.8%	0.7	1334	8%	i	2.0
- C(=C\c1nc(-c2cccnc2)no1)/c1ccccc1
  1%	7%	i	44	-2.2%	9	3	0.6%	0.9	1584	13%	i	0.7
- O=C(CSc1nc2ccccc2n1CCc1ccccc1)N1CCOCC1
  -6%	5%	i	46	0.9%	-3	-6	-0.4%	-1.2	1131	12%	i	0.8

(next part)
canonical_smiles,PhoP inhibition,Rac1 GTP hydrolysis,T cell HTS,T cell HTS vesicle-bound %,RSV antiviral HEp-2,WT yeast gro inh,WT yeast gro inh mutant strain,West Nile antiviral,bCat nuc transl,bCat nuc transl cell count 5 µM,Large T inhibition,Myeloid diff 2,Myeloid diff 2 GFP+ MAC1+ %
O=C(O)CN1C(=O)/C(=C\c2cccc(OCc3ccc(Cl)cc3)c2)SC1=S,-1%,20%,i,47,3.8%,·,·,0.3%,·,·,9%,i,0.4
CC(=O)N(Cc1ccco1)Cc1cc2cccc(C)c2n2nnnc12,0%,·,i,31,1.4%,23,3,-1.2%,-3.5,1120,27%,·,·
COc1cccc(Cn2cc(-c3cccc(C(F)(F)F)c3)nn2)c1,9%,8%,i,9,3.1%,·,·,-0.6%,·,·,11%,i,1.4
CC(=O)Oc1ccc(C(=O)[C@H]2[C@H]3C(=O)N(c4ccc(C)cc4)C(=O)[C@H]3[C@@H]3C=CC=NN32)cc1,6%,5%,i,31,0.5%,10,6,0.1%,0.3,902,8%,+,1.8*
Cc1ccccc1NC(=O)Cn1nnc(C(=O)NCc2ccco2)c1N,7%,1%,i,55,1.6%,1,-14,-0.3%,-3.6,1132,8%,i,0.3
Cc1cc(C)c(S(C)(=O)=O)c(Oc2ccc(C(C)(C)C)cc2)n1,11%,1%,i,29,-0.1%,·,·,·,·,·,5%,i,3.4
CCN(CC)C(=O)CN1CCN(c2ccccc2F)CC1,-4%,17%,i,20,-1.1%,-8,-10,0.2%,-0.8,910,0%,i,7.7
O=C(Cn1ccnc1)c1ccc(Cl)cc1,9%,3%,i,54,0.4%,·,·,-0.2%,·,·,3%,i,0.6
CN(C)CCNC(=O)Nc1ccc(F)cc1F,-6%,6%,i,27,-0.3%,-1,0,0.7%,-3.4,1030,16%,i,0.2
CCc1ccccc1Nc1ncnc2ccccc12,5%,4%,i,48,12%,·,·,-1.2%,·,·,7%,i,0.4
Cc1cc2ncn(S(=O)(=O)c3ccc(F)cc3)c2cc1C,3%,7%,i,61,2.3%,·,·,-0.6%,·,·,5%,i,0.3
Brc1ccccc1CN1CCC(Cc2ccccc2)CC1,-1%,24%,i,46,0.2%,·,·,0.2%,·,·,9%,i,0.8
O=C1c2ccc3c4c(ccc(c24)C(=O)N1c1ccc(O)cc1)C(=O)N(c1ccc(O)cc1)C3=O,-3%,-1%,i,55,0.9%,1,-9,1.4%,-0.9,1086,3%,i,0.0
Cc1ccc(Cn2c(N)nc3ccccc32)cc1,12%,-14%,i,52,8.7%,·,·,-3.2%,·,·,5%,i,0.8
NC(=O)Cc1ccc(C(=O)c2ccc(Cl)cc2)s1,-5%,2%,i,18,1.3%,-48,-21,-0.1%,0.2,1101,3%,i,0.1
COC(=O)Nc1ccc2ncn(C)c(=O)c2c1,-4%,9%,i,51,0.4%,13,1,0.0%,-6.5,1156,2%,i,1.4
COc1ccc(C2=NO[C@@H]3[C@@H]4C[C@@H]([C@H]5C(=O)N(C)C(=O)[C@@H]45)[C@H]23)cc1,9%,5%,i,42,0.8%,8,10,-0.6%,-1.6,563,15%,i,0.5
O=c1c2cccnc2[nH]c(=S)n1Cc1ccccc1,8%,5%,i,30,1.3%,16,13,-0.2%,1.8,1127,1%,i,0.5
O=C1CCCCC1S(=O)(=O)c1ccccc1 (stereo unspecified),3%,6%,i,19,0.8%,-9,-12,0.3%,-1.7,556,3%,i,0.6
Cc1ccccc1-n1nc(-c2cccnc2)cc1C(=O)NN,8%,14%,i,29,0.2%,2,-8,0.3%,-3.1,1022,9%,i,0.3
COC(=O)c1ccccc1CC1SC(N)=NC1=O (stereo unspecified),12%,7%,i,11,0.9%,·,·,0.2%,·,·,2%,i,0.1
O=C(CSc1cccc(C(F)(F)F)c1)N1CCN(S(=O)(=O)c2ccccc2)CC1,0%,11%,i,43,4.5%,20,23,-1.1%,-5.5,1310,9%,i,0.8
